From PubChem
KCNH2 3.1 inh: KCNH2 3.1 (human) potassium channel inhibition. U2OS KCNH2 3.1, thallium flux FluxOr; stronger effect = lower value. activity change, % (tested at about 1.8 µM). actives 0.95% (n = 340,000). AID 720553;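 active = maximum activity change below -70%; inconclusive = maximum activity change from -70% to -50%; inactive = maximum activity change above -50%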;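 also: thallium influx rate constant from kinetic fluorescence after stimulation buffer; % is scaled to controls: 0 for no effect and ±100 for the full control effect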
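Steps: virus added to U2OS suspension (4 h, RT, dark); medium with 10% FBS added, cells plated, 37 C overnight; FluxOr/Red40 loading buffer 45 min RT; stimulation buffer, 2 min kinetic read; rate constant normalized.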
ELG1 genotoxic: induces genotoxicity in HEK293T cells with luciferase-tagged ELG1; HEK293T ELG1-luciferase reporter, luminescence, 16 h; Potency, µM (highest dose often 46 µM), for the others: at the top dose activity change, positive = activation, hits mostly activators; actives 1.3% (n = 330,000); also: potency is read from the fitted curve at half-maximal effect; % of control where 0% means no effect; nearly all actives have a fitted effect of over 60% in size
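16 hr compound incubation (37 °C, 5% CO2) of HEK293T cells carrying luciferase-tagged ELG1; luciferase then measured by ONE-Glo luminescence after 30 min at RT.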
Tb PFK block: blocks T. brucei phosphofructokinase. O15648. T. brucei PFK, ADP-Glo luminescence. Potency, µM (doses to about 57.5 µM), for inactives: top-dose activity, negative = inhibition, actives largely listed as inhibitors. actives 0.17% (n = 330,000). AID 485367;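 also: potency is read from the fitted curve at half-maximal effect; 0% = uninhibited 1x PFK enzyme wells and -100% = no-enzyme wells; nearly all actives have a fitted effect of over 60% in size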
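PFK 1.25 nM, F6P 0.5 mM, ATP 0.1 mM, 0.1 M TEA pH 8.0, 5 mM MgCl2, 0.01% Tween20, 0.1% BSA; 45 min RT. ADP-Glo readout. qHTS titration up to 57 uM; curves fitted, compounds curve-classed.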
uPA generation: cell surface uPA generation inhibition; cell surface uPA generation assay, qHTS; AID 540303; actives 0.31% (n = 330,000); Potency, µM (doses to about 38.3 µM), for inactives: top-dose activity change, negative = inhibition, actives largely listed as inhibitors; active = well fitted inhibition curve with a large enough effect; inconclusive = small, poorly fitted or top-dose-only effect; inactive = no such curve, though single readings can be large or run the other way; tested in mouse RAW 264.7 cells; also: potency is read from the fitted curve at half-maximal effect; % is scaled to controls: 0 for no effect and ±100 for the full control effect; nearly all actives have a fitted effect of over 55% in size
NPC1 prom act: NPC1 promoter activation; AID 485313; Huh7 NPC1 promoter luciferase reporter, 24 h; actives 2.4% (n = 320,000); Potency, µM (titrated, usually from 9.22 µM), without a hit: at the top dose activation, most hits filed as activators;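 also: potency is read from the fitted curve at half-maximal effect; % of control where 0% means no effect; nearly all actives have a fitted effect of over 60% in size; reporter is driven by a mutant NPC1 promoter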
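NPC1 promoter–luciferase Huh7 cells; 24 h compound; luminescence.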
RORg inh: ROR gamma (mouse) transcription inhibition. P51450. Drosophila S2 Gal4-RORgamma UAS-luciferase reporter, 20 h. Potency, µM (highest dose often 53.6 µM), without a hit: at the highest dose activity change, negative = inhibition, usual class: inhibitors. actives 5.4% (n = 310,000); also: potency is read from the fitted curve at half-maximal effect; % is scaled to controls: 0 for no effect and ±100 for the full control effect; nearly all actives have a fitted effect of over 60% in size
Target sequence (P51450 whole entry, looked up, the tested form may be a part): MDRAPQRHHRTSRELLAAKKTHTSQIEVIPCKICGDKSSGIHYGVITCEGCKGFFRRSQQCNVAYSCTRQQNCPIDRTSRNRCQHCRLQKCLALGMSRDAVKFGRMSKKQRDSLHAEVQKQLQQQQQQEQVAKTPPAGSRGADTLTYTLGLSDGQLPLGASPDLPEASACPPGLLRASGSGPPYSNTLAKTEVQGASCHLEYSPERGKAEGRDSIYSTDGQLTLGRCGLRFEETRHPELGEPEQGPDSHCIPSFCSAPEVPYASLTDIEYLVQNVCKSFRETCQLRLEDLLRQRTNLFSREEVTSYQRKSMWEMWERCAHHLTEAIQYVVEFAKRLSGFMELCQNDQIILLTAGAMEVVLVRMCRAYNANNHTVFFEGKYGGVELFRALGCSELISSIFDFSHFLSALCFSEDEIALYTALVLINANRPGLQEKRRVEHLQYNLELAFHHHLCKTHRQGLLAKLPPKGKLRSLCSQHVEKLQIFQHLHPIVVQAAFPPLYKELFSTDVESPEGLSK
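Read-out: Photinus luciferase luminescence; inhibitors lower reporter signal. Insect Schneider cells with Gal4-ROR gamma fusion under metallothionein promoter, UAS reporter; 700 uM final copper sulfate induction, 20 hr, ambient temperature.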
FLuc modulator: inhibits or activates purified firefly luciferase, miR-21 counter-screen; Potency, µM (highest dose often 57.5 µM), for the others: at the highest dose activity change, negative = inhibition, usual class: inhibitors; actives 6.9% (n = 360,000); P08659; purified FLuc, Km substrates, luminescence inhibition;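 also: potency is read from the fitted curve at half-maximal effect; plate controls were vehicle for no effect and reference inhibitor for full effect; nearly all actives have a fitted effect of over 55% in size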
Target sequence (P08659 whole entry, looked up): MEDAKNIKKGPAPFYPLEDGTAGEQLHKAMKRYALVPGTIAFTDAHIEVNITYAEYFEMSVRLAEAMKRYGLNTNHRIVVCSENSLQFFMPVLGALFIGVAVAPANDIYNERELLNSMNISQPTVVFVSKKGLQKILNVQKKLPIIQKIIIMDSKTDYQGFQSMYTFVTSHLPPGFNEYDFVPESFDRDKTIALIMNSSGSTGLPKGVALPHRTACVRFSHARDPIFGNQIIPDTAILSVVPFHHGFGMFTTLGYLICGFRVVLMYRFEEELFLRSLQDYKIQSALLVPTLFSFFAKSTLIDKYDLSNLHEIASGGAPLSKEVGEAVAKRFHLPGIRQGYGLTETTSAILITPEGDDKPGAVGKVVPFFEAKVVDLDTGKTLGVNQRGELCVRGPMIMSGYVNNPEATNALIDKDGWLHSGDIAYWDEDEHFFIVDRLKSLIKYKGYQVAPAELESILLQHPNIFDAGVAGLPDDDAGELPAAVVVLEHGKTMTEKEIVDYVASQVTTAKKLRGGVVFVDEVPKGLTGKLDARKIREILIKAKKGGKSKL
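Biochemical qHTS of compounds, final roughly 60 µM downward over six points, against 10 nM purified firefly luciferase using Km concentrations of substrates (10 uM D-luciferin, 10 uM ATP) in Tris acetate pH 7.5 buffer; luminescence output.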
Coupling enz: inhibits coupling enzyme system, counter-screen for aldolase hits; actives 0.67% (n = 290,000); coupling enzyme system counterscreen, AmpLite Red fluorescence; AID 2472; activity change, negative = inhibition, % at 58.2 µM, hits read low; in the data active = activity change below about -30%; also: % is scaled to controls: 0 for no effect and ±100 for the full control effect
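Compounds tested against the coupling enzymes alone at 57.5 uM final; readout was AmpLite Red fluorescence (525/598 nm) after 20 min at RT.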
Giardia kill: Giardia lamblia killing. activity change, % at 7.66 µM, hits read low. actives 0.15% (n = 340,000). Giardia lamblia trophozoite viability. AID 540267; in the data active = activity change below about -80%; inconclusive = between about -30% and that limit;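 also: parasites exposed to compound for two days anaerobically before the ATP read; % is scaled to controls: 0 for no effect and ±100 for the full control effect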
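Media and compound were dispensed first, then trophozoites at 100 cells/well; plates sat 48 hrs at 37 deg C without oxygen before ATP luminescence reagent was added and read after 15-30 min at room temperature.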
Rab9 prom act: activates the Rab9 promoter. Huh7 Rab9 promoter-luciferase reporter, luminescence, 24 h. Potency, µM (top dose mostly 9.22 µM), inactives show at the highest dose activation, negative = inhibition, actives largely listed as activators. actives 2.8% (n = 320,000). AID 485297; also: potency is read from the fitted curve at half-maximal effect; % of control where 0% means no effect; nearly all actives have a fitted effect of over 60% in size
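Rab9 promoter-driven luciferase in stably transfected Huh7 cells; 1500 cells/well rested 2 h, exposed to compound in DMSO for 24 h at 37 °C, 5% CO2. Luminescence read 10 min after adding luciferase reagent at ambient temperature.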
VP16 counter: counter-screen for ROR gamma inhibitors: Gal4-VP16 reporter; Drosophila S2 Gal4-VP16 UAS-luciferase, luminescence, 20 h; Potency, µM (highest dose often 53.6 µM), inactives show at the highest dose activity, negative = inhibition, usual class: inhibitors; actives 3.5% (n = 310,000); AID 2546;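 also: Gal4-VP16 expression switched on by copper sulfate through the metallothionein promoter; potency is read from the fitted curve at half-maximal effect; % is scaled to controls: 0 for no effect and ±100 for the full control effect; nearly all actives have a fitted effect of over 50% in size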
* hit, by the source's call; & = joins results of further samples. Unless noted, calls follow the shape of the dose curve; as a rule, active = well fitted curve in the direction sought with a large enough effect; inconclusive = small, poorly fitted or top-dose-only effect, or another doubt; inactive = no such curve, though single readings can be large; an effect the other way counts as inactive or inconclusive.

For CCc1c(O)nc(SCC(=O)N2CCOCC2)n(-c2ccccc2)c1=O the results were KCNH2 3.1 inh 20, ELG1 genotoxic -3%, Tb PFK block -8%, NPC1 prom act 0%, RORg inh 15%, FLuc modulator -1%, Coupling enz 0, Giardia kill -9, Rab9 prom act 1% and VP16 counter -2%.
`O=C(Oc1ccc(/C=N/NC(=O)c2ccccn2)cc1)c1cccc(Br)c1` gave KCNH2 3.1 inh -19, ELG1 genotoxic 16µM*, Tb PFK block 1%, uPA generation 4%, NPC1 prom act 4µM*, RORg inh -38%, FLuc modulator -6%, Giardia kill -14, Rab9 prom act 3.5µM* and VP16 counter -19%.
For COC(=O)c1sc(N2C(=O)c3oc4ccccc4c(=O)c3C2c2cccc(O)c2)nc1C (stereo not given) the results were KCNH2 3.1 inh 2, ELG1 genotoxic 1%, Tb PFK block 0%, uPA generation 1%, NPC1 prom act -2%, RORg inh 22%, FLuc modulator 1%, Coupling enz 1, Giardia kill 18, Rab9 prom act 0% and VP16 counter -5%.
COc1ccc2c(c1)N(C)/C(=C1/SC(=NCc3ccccc3)N(c3ccccc3)C1=O)S2 was read as KCNH2 3.1 inh -4, ELG1 genotoxic 1%, Tb PFK block -3%, uPA generation 1%, NPC1 prom act -2%, RORg inh 24%, FLuc modulator -3%, Coupling enz -5, Giardia kill -15, Rab9 prom act -2% and VP16 counter -1%.
COc1cccc(CNC(=O)Cn2cccc2)c1 was read as KCNH2 3.1 inh 10, ELG1 genotoxic 0%, Tb PFK block 1%, uPA generation 2%, NPC1 prom act 1%, RORg inh -4%, FLuc modulator -2%, Coupling enz 0, Giardia kill -17, Rab9 prom act 0% and VP16 counter 12%.
COC(=O)CCn1nc(-c2ccc(C)cc2)c2ccccc2c1=O was read as KCNH2 3.1 inh 3, ELG1 genotoxic -2%, Tb PFK block 0%, uPA generation 0%, NPC1 prom act -3%, RORg inh 16%, FLuc modulator -1%, Coupling enz 1, Giardia kill -14, Rab9 prom act -15% and VP16 counter 9%.
`CN(CC1CCOCC1)C(=O)CC1C(=O)NCCN1Cc1cccc(F)c1` (stereo not given) gave KCNH2 3.1 inh -10, ELG1 genotoxic 0%, Tb PFK block -2%, uPA generation -2%, NPC1 prom act 3%, RORg inh 1%, FLuc modulator -4%, Coupling enz 0, Giardia kill -9, Rab9 prom act 2% and VP16 counter -8%.
CCOC(=O)CC(=O)CSCC(=O)Nc1ccc(C)cc1 was read as KCNH2 3.1 inh -75*, ELG1 genotoxic -1%, Tb PFK block 13%, NPC1 prom act 0%, RORg inh 33%, FLuc modulator 2%, Coupling enz -3, Giardia kill 10, Rab9 prom act -2% and VP16 counter 12%.
`CCOc1ccc(/C(O)=C2/C(=O)C(=O)N(c3ncccn3)C2c2ccccc2)cc1` (stereo not given) gave KCNH2 3.1 inh -27, ELG1 genotoxic 1%, Tb PFK block 1%, uPA generation 13%, NPC1 prom act -14%, RORg inh 9%, FLuc modulator inconclusive, Coupling enz 3, Giardia kill -3, Rab9 prom act 9% and VP16 counter -17%.
COCCNC(=O)CSc1nc2ccccc2c(=O)n1CC1CCCO1 (stereo not given) was read as KCNH2 3.1 inh -7, ELG1 genotoxic 1%, Tb PFK block 1%, uPA generation -3%, NPC1 prom act -9%, RORg inh 25%, FLuc modulator -1%, Coupling enz 6, Giardia kill 7, Rab9 prom act -6% and VP16 counter 5%.
For CCC12CN3CC(CC)(CN(C1)C31C(=O)N(C)c3ccc(C)cc31)C2=O (stereo not given) the results were KCNH2 3.1 inh -4, ELG1 genotoxic -9%, Tb PFK block 0%, uPA generation 2%, NPC1 prom act -3%, RORg inh 21%, FLuc modulator 12%, Coupling enz 2, Giardia kill 16, Rab9 prom act -1% and VP16 counter -4%.
CCCCn1c2ccc(F)cc2c2nnc(SCCN3CCCCC3)nc21 was read as KCNH2 3.1 inh -15, ELG1 genotoxic -1%, Tb PFK block 0%, uPA generation 2%, NPC1 prom act 4%, RORg inh 2%, FLuc modulator 0%&3%, Coupling enz 2, Giardia kill 7, Rab9 prom act -20% and VP16 counter 3%.
Screening CCn1cc(Cl)c(C(=O)Nc2c(C)nn(Cc3c(F)c(F)c(F)c(F)c3F)c2C)n1 returned KCNH2 3.1 inh 23, ELG1 genotoxic -3%, Tb PFK block 0%, uPA generation -2%, NPC1 prom act 4%, FLuc modulator 0%, Coupling enz 2, Giardia kill 2 and Rab9 prom act 0%.
`O=C(CCC(=O)N(CC(=O)NC1CCCC1)Cc1ccc2c(c1)OCO2)Nc1ccccn1` gave KCNH2 3.1 inh 3, ELG1 genotoxic -1%, Tb PFK block -4%, uPA generation -3%, NPC1 prom act 5%, RORg inh 14%, FLuc modulator 0%, Coupling enz 0, Giardia kill 10, Rab9 prom act -3% and VP16 counter 0%.
For Cc1cccc(OCC(=O)Nc2ccc(S(=O)(=O)N3CCCC3)cc2)c1 the results were KCNH2 3.1 inh -3, ELG1 genotoxic -3%, Tb PFK block -23%, uPA generation -1%, NPC1 prom act -2%, RORg inh -12%, FLuc modulator -2%, Coupling enz 1, Giardia kill -4, Rab9 prom act 3% and VP16 counter 0%.
`CCCCn1c(-c2csc3c2CCC(C)C3)n[nH]c1=S` (stereo not given) gave KCNH2 3.1 inh 14, ELG1 genotoxic -7%, Tb PFK block 1%, NPC1 prom act -2%, RORg inh 0.79µM*, FLuc modulator -17%, Coupling enz 6, Giardia kill 0, Rab9 prom act -2% and VP16 counter 2.5µM*.
NS(=O)(=O)c1ccc(NC(=O)CCc2ccccc2)cc1 was read as KCNH2 3.1 inh 1, ELG1 genotoxic -2%, Tb PFK block -3%, NPC1 prom act 2%, RORg inh 8%, FLuc modulator -3%, Coupling enz -3, Giardia kill 0, Rab9 prom act 11% and VP16 counter 3%.
COc1ccc(CNC(=O)CCNC(=O)c2ccc(C(C)(C)C)cc2)cc1OC was read as KCNH2 3.1 inh -11, ELG1 genotoxic 4%, Tb PFK block 1%, uPA generation 1%, NPC1 prom act 0%, FLuc modulator -20%, Giardia kill -15 and Rab9 prom act 1%.
`Cn1c(=O)c2c(ncn2CC(=O)N/N=C/C=C/c2ccccc2[N+](=O)[O-])n(C)c1=O` gave KCNH2 3.1 inh -1, ELG1 genotoxic 1%, Tb PFK block -1%, uPA generation -5%, NPC1 prom act -4%, RORg inh 1%, FLuc modulator -1%, Coupling enz 1, Giardia kill -10, Rab9 prom act 0% and VP16 counter -6%.
For O=C1CCCC2=C1C(c1ccncc1)Nc1ccccc1N2 (stereo not given) the results were KCNH2 3.1 inh -17, ELG1 genotoxic -1%, Tb PFK block -5%, uPA generation 4%, NPC1 prom act 0%, RORg inh 11%, FLuc modulator 2%, Coupling enz 1, Giardia kill -14, Rab9 prom act 20% and VP16 counter -8%.

Brought forward from above: two entries; new compounds follow.
`Cn1c(=O)c2c(ncn2CC(=O)N/N=C/C=C/c2ccccc2[N+](=O)[O-])n(C)c1=O` gave KCNH2 3.1 inh -1, ELG1 genotoxic 1%, Tb PFK block -1%, uPA generation -5%, NPC1 prom act -4%, RORg inh 1%, FLuc modulator -1%, Coupling enz 1, Giardia kill -10, Rab9 prom act 0% and VP16 counter -6%.
For O=C1CCCC2=C1C(c1ccncc1)Nc1ccccc1N2 (stereo not given) the results were KCNH2 3.1 inh -17, ELG1 genotoxic -1%, Tb PFK block -5%, uPA generation 4%, NPC1 prom act 0%, RORg inh 11%, FLuc modulator 2%, Coupling enz 1, Giardia kill -14, Rab9 prom act 20% and VP16 counter -8%.
C=CCOc1ccc(/C(O)=C2\C(=O)C(=O)N(CCOC)C2c2cccnc2)cc1 (stereo not given) was read as KCNH2 3.1 inh 3, ELG1 genotoxic -2%, Tb PFK block -14%, uPA generation 2%, NPC1 prom act -2%, RORg inh 14%, FLuc modulator -2%, Coupling enz 24, Giardia kill -11, Rab9 prom act -2% and VP16 counter 3%.
`CCn1cc(-c2ccccc2)c(C(=O)O)c1-c1ccc(OC)cc1` gave KCNH2 3.1 inh 6, ELG1 genotoxic 3%, Tb PFK block 12%, uPA generation 1%, NPC1 prom act 2%, FLuc modulator 4%, Giardia kill -7 and Rab9 prom act -7%.
For CC(=O)c1c(C)[nH]c(C(=O)NC2CCCCC2)c1C the results were KCNH2 3.1 inh 6, ELG1 genotoxic 6%, Tb PFK block 0%, uPA generation -2%, NPC1 prom act 11%, RORg inh -9%, FLuc modulator -15%, Coupling enz 2, Giardia kill 2, Rab9 prom act 14% and VP16 counter 2%.
Screening CN1CCN(c2ccc(-c3cccc(NC(=O)COc4ccc(Cl)cc4)c3)nn2)CC1 returned KCNH2 3.1 inh 3, ELG1 genotoxic 2.1µM*, Tb PFK block -25%, uPA generation -10%, NPC1 prom act 2.8µM*, FLuc modulator 1.1µM*, Giardia kill 1 and Rab9 prom act 2µM*.
